Source: PubChem
EphA4 KYL inhibition: inhibitors of EphA4 binding to KYL peptide, primary screen, biochemical, colorimetric, mouse EphA4 (AID 689); Ephrin type-A receptor 4 (Mus musculus); EphA4-AP binding to KYL peptide, pNPP A405; higher % means a stronger effect; inhibition, % at 10 µM, or IC50 in µM where a hit was titrated; actives 0.1% (n = 62,000); in the data active means a potency from the dose series; inactive means the rest, 99 in 100 with inhibition below about 22%
An asterisk follows results filed as active. Not all compounds are listed; count on the stated rates, not on these rows.

CC(C)c1nc2ccccn2c1NC1CCCCC1
  EphA4 KYL inhibition: -18%

O=C(CCCc1c[nH]c2ccccc12)N1CCCCCC1
  EphA4 KYL inhibition: 4%

COc1ccc(N2C(=O)C(Cl)=C(N3CCCC3)C2=O)cc1
  EphA4 KYL inhibition: 2%

Cc1c(N=CC=Nc2c(C)n(C)n(-c3ccccc3)c2=O)c(=O)n(-c2ccccc2)n1C
  EphA4 KYL inhibition: -4%

CC12CCC3(CO)COC(c4ccccc4O1)C2C3 (stereo not drawn)
  EphA4 KYL inhibition: 0%

CCOc1ccc(S(=O)(=O)Nc2ccc(Cl)cc2)cc1
  EphA4 KYL inhibition: 6%

COc1ccccc1Nc1nc(-c2sc(NC(=O)c3cccc(Cl)c3)nc2C)cs1
  EphA4 KYL inhibition: 1%

CCOC(=O)c1c(-c2ccccc2)oc2cc(Br)c(OCC(N)=O)cc12
  EphA4 KYL inhibition: 3%

Cc1nc(Sc2cccn2C)c(C(F)(F)F)c(=O)[nH]1
  EphA4 KYL inhibition: -2%

CCCNC(=O)c1cc2nc(-c3ccc(OC)cc3)cc(C(F)(F)F)n2n1
  EphA4 KYL inhibition: -2%

Cc1ccc(C2NC(=O)NC3=C2CCc2ccccc23)cc1 (stereo not drawn)
  EphA4 KYL inhibition: 0%

CC1(C)Cc2c(sc3nc(-c4ccccc4)n(N)c(=O)c23)CO1
  EphA4 KYL inhibition: 0%

CCCn1nnnc1-c1cc(Cl)cc(Cl)c1
  EphA4 KYL inhibition: -15%

O=C1Nc2ccccc2C(=O)C1(Cl)Cc1ccccc1 (stereo not drawn)
  EphA4 KYL inhibition: -17%

Cc1occc1-c1nnc(SCC(=O)Nc2ccc3c(c2)OCO3)n1CC1CCCO1 (stereo not drawn)
  EphA4 KYL inhibition: -8%

CC(=O)Nc1nc(SCCCc2ccccc2)n[nH]1
  EphA4 KYL inhibition: 5%

COc1ccc(C)cc1S(=O)(=O)N1CCC(C)CC1
  EphA4 KYL inhibition: 1%

CCOC(=O)N1CCC(NS(=O)(=O)c2cc(Br)cnc2N)CC1
  EphA4 KYL inhibition: -4%

Gathered by group: the entries above containing a CF3 group.
Cc1nc(Sc2cccn2C)c(C(F)(F)F)c(=O)[nH]1
  EphA4 KYL inhibition: -2%

CCCNC(=O)c1cc2nc(-c3ccc(OC)cc3)cc(C(F)(F)F)n2n1
  EphA4 KYL inhibition: -2%

An excerpt from above in order of length of the SMILES, descending:
COc1ccccc1Nc1nc(-c2sc(NC(=O)c3cccc(Cl)c3)nc2C)cs1
  EphA4 KYL inhibition: 1%

CCCNC(=O)c1cc2nc(-c3ccc(OC)cc3)cc(C(F)(F)F)n2n1
  EphA4 KYL inhibition: -2%

COc1ccc(N2C(=O)C(Cl)=C(N3CCCC3)C2=O)cc1
  EphA4 KYL inhibition: 2%
